Assay outcomes from PubChem.
S1P4 antagonist – S1P4 receptor antagonists, primary screen, cell-based | S1P4-expressing cells, antagonist mode, reporter read-out | inhibition, % at 4.98 µM | hit rate 0.26% among 220,000 | AID 1510, 2009; in the data active = inhibition above about 29%;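 note: 0% = wells stimulated with agonist and 100% = vehicle wells without agonist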
Target sequence (O95977 whole entry, looked up): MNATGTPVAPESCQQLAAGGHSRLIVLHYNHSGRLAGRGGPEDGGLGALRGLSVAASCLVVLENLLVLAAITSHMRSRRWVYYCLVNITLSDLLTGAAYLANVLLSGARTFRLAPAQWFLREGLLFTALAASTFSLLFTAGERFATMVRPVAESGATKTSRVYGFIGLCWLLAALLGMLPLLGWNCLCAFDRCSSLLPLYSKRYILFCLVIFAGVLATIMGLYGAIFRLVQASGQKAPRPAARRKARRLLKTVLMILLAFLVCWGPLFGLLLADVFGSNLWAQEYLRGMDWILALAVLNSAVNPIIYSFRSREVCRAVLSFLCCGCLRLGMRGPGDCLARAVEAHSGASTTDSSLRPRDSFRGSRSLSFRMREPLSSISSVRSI
NPY2 pot ag – NPY-Y2 potentiators or agonists, primary screen, cell-based | Neuropeptide Y receptor type 2 (Homo sapiens), P49146 | cells expressing NPY-Y2, potentiator/agonist read-out | activation, % at 3.6 µM | hit rate 0.45% among 220,000 | AID 1359, 2008; in the data active = activation above about 27%;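 note: cells stimulated with NPY near EC25 plus isoproterenol at EC100; 0% = vehicle plus submaximal agonist and 100% = vehicle plus saturating agonist; some results beyond the cut were filed as inactive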
CHOP inhibitor – inhibitors of CHOP promoter induction, primary screen, cell-based, unfolded protein response, luciferase reporter; CHO-K1 CHOP-promoter luciferase, tunicamycin-induced, 15-18 h; inhibition, % at 10 µM; hit rate 3.8% among 220,000;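 active = compounds that reduced the stress-induced luciferase reporter signal by more than about 70% of percent inhibition, limit read from the data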;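 note: 0% = tunicamycin plus vehicle and 100% = wells without tunicamycin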
BaF3 parental – parental Ba/F3 cell viability inhibition, counter-screen for JAK2V617F inhibitor project, murine pro-B, CellTiter-Glo luminescence; CellTiter-Glo ATP luminescence; inhibition, % at 5.6 µM; hit rate 1.1% among 220,000; AID 1486, 2009;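 active = inhibition above a per-campaign cutoff, the mean inhibition of all tested compounds plus 3 SD, cut at about 27% in these data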;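 note: 0% = DMSO wells and 100% = JAK Inhibitor I control wells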
NPY Y1 blocker – NPY-Y1 receptor antagonists, primary screen, cell-based; hit rate 1% among 200,000; Neuropeptide Y receptor type 1 (Homo sapiens), P25929; inhibition, % at 3.6 µM; AID 1040, 2008; HEK293-CNG Y1 cells, membrane potential fluorescence; NPY at EC95, then isoproterenol;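 active = inhibition above the campaign mean inhibition of all tested compounds plus 3 SD, cut at about 20% in these data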;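 note: 0% = DMSO wells given NPY plus isoproterenol and 100% = isoproterenol alone without NPY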
Target sequence (P25929 whole entry, looked up): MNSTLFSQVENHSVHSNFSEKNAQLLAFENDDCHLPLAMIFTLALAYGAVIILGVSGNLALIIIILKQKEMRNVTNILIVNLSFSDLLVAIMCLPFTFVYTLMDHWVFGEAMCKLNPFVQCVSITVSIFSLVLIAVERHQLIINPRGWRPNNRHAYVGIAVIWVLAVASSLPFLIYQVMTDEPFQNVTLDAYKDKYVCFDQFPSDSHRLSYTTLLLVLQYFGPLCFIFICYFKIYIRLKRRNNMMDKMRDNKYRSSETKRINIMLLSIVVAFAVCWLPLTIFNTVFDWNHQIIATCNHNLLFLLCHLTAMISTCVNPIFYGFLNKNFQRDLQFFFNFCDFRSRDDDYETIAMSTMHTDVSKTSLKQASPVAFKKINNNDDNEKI
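System: HEK293 cells with Y1 receptor plus CNG channel / Probe or stimulus: NPY 25 nM then isoproterenol 1 µM plus Ro 20-1724 25 µM / Compound: one concentration, 3.6 µM, in 0.4% DMSO / Schedule: compound incubation 1 h at room temperature, readout 45 min post-stimulation / Measured by: membrane potential fluorescence / Read-out: % inhibition of NPY effect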
p47phox inh – p47phox/p22phox peptide binding inhibitors, primary screen, biochemical, uHTS, NADPH oxidase regulatory subunit | Neutrophil cytosol factor 1 (Homo sapiens), P14598 | fluorescence polarization, 2 h | inhibition, % at 24.7 µM | hit rate 0.53% among 220,000 | AID 1274, 2008;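 active = inhibition above about 30%, limit read from the data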;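 note: 0% = p47phox with labelled peptide and 100% = labelled peptide alone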
Ba/F3 V617F tox – reduced viability of JAK2V617F-dependent Ba/F3 cells, primary screen, JAK2V617F inhibitor project, cell-based, Ba/F3 EpoR-JAK2V617F, luminescence; ATP luminescence; hit rate 1.1% among 220,000; inhibition, % at 5.6 µM;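 active = inhibition above the campaign mean plus 3 SD over all tested compounds, cut at about 24% in these data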;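 note: cytokine-independent growth of Ba/F3 cells driven by EpoR plus mutant JAK2; 0% = DMSO-treated cells and 100% = JAK inhibitor I control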
NPY-Y1 PAM-ag – NPY-Y1 receptor potentiators or agonists, primary screen, cell-based; Neuropeptide Y receptor type 1 (Homo sapiens), P25929; hit rate 0.37% among 220,000; activation, % at 3.6 µM; NPY-Y1 expressing cells, potentiator/agonist activation; in the data active = activation above about 33%, passing the limit was not always enough;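 note: cells stimulated with NPY at EC10 then isoproterenol at EC100; 0% = low agonist plus stimulus and 100% = saturating agonist plus stimulus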
S1P4 ag – S1P4 receptor agonists, primary screen, cell-based; Sphingosine 1-phosphate receptor 4 (Homo sapiens), O95977; S1P4-expressing cell line, agonist reporter assay; activation, % at 4.98 µM; hit rate 0.35% among 220,000; in the data active = activation above about 11%;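 note: 0% = DMSO vehicle and 100% = reference agonist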
* hit, by the source's call; nt = no result given. Random draw from the library (roughly 7.1% active in at least one column).

SMILES	S1P4 antagonist	NPY2 pot ag	CHOP inhibitor	BaF3 parental	NPY Y1 blocker	p47phox inh	Ba/F3 V617F tox	NPY-Y1 PAM-ag	S1P4 ag
O=C(Nc1ccc(CN2CCCCC2)cc1)Nc1ccccc1Cl	-12	-5	8	59*	3	-4	1	-11	-2.9
O=C(Oc1cccc(OC(=O)N2CCCCC2)c1)N1CCCCC1	-6	3	7	-1	1	0	-4	-4	0.4
COc1ccc(OCc2nnc(NC(=O)Nc3ccc(F)cc3)s2)cc1	-7	3	101*	1	2	-3	-2	3	-0.2
COC(=O)c1sc2cc([N+](=O)[O-])cc(SCC(C)C)c2c1N	-13	6	7	2	4	-10	0	14	3.4
C=CCn1c(SCC(=O)Nc2sccc2C(N)=O)nc2sc(CC)cc2c1=O	-7	1	51	9	-5	-19	2	9	2.5
COc1ccc(C2(C(=O)NC3CCCCC3)CCOCC2)cc1OC	-27	-7	-8	-2	5	-9	-4	2	1.3
CC(=Nc1ccccc1C)C1=C(O)CSC1=O	-7	-19	43	3	3	-5	1	-25	-0.1
CN(NC(=O)/C=C/C(=O)O)c1ncc(C(F)(F)F)cc1Cl	5	2	14	3	6	3	0	-9	0.5
O=C(COc1cccc2c1CCN(Cc1ccc(Br)cc1)C2=O)NCc1ccco1	-6	-1	20	2	4	-24	-3	13	1.1
CCn1c(C)nc2cc(S(=O)(=O)N3CCCC3)ccc21	-2	5	18	8	-4	-11	-4	16	1.8
Cc1ccccc1C(=O)NNC(=O)CSc1nc(-c2ccccc2)cc(=O)[nH]1	0	6	3	6	5	-4	1	-6	3.1
Cc1cccc(NC(=O)c2n[nH]c([N+](=O)[O-])c2Br)c1C	-10	7	-21	1	3	-5	-1	10	0.1
COCCNC(=O)c1ccccc1NC(=O)COc1ccccc1	14	2	29	-3	9	-6	-2	-9	-0.5
CCc1ccc(-c2cc(C(F)(F)F)n3nc(C(=O)Nc4c(C)nn(Cc5ccccc5C)c4C)cc3n2)s1	-6	11	36	2	10	-9	-1	0	1.4
CC(NC(=O)c1ccco1)C(c1cccs1)N1CCOCC1 (stereo not given)	-42	-18	14	13	1	-8	3	2	-1.8
CCCOCC(O)CC(Cc1ccccc1)C(=O)NN (stereo not given)	5	-17	2	0	nt	1	-1	-10	0.0
COc1ccccc1NC(=O)CSc1nnc(-c2ccccc2)o1	-7	-11	22	2	5	3	-1	-31	0.9
CC(Sc1nc2ccc(Br)cc2[nH]1)C(=O)O (stereo not given)	14	-23	12	3	8	-9	0	-13	0.3
CCCCSc1nnc(CCNC(=O)OC(C)(C)C)o1	-3	-6	-4	-1	nt	-6	-2	-1	1.4
COc1ccc(-c2nc3ccccn3c2C=O)cc1	0	-9	-1	4	-4	5	-1	-4	-0.6
O=C(COc1cccc2c1CCN(Cc1ccc(Br)cc1)C2=O)N1CCOCC1	-28	-6	15	0	-2	nt	-4	15	-0.2
CCn1c(Cc2ccccc2)nnc1SCC(=O)Nc1nc2ccccc2s1	-9	0	24	2	15	-7	1	20	1.1
NC(=O)Oc1cccc(OC(N)=O)c1	-4	2	-1	-1	nt	-11	1	4	0.7
CO/N=C/c1ccc(N2CCN(C(=O)c3cccc(Cl)c3)CC2)c([N+](=O)[O-])c1	-6	-7	72*	0	3	-1	-6	0	1.2
Cc1ccc(SCCC(=O)NC(C)C)cc1	-1	-11	5	2	3	-21	-1	-24	0.3
O=C1CSc2ccc(C(=O)NCCC3=CCCCC3)cc2N1	-9	-11	-7	12	-2	-2	1	5	-0.4
O=C(CSc1n[nH]c(=O)n1C1CC1)NCc1ccccc1Cl	-19	11	4	2	3	-5	3	-2	1.7
CSCCC(NS(=O)(=O)c1ccc(C)c(C(=O)O)c1)C(=O)O (stereo not given)	-18	1	-7	0	5	4	-2	5	-1.1
Cc1cc(C2=NNC(=NC3CC3)SC2)c(C)n1Cc1ccco1	-5	6	95*	-2	-3	-20	-5	1	0.8
CCn1c(COc2cccc(C)c2)nnc1SCC(=O)CC(=O)Nc1ccccc1OC	0	-1	43	2	5	-13	1	-7	-0.1
CCOC(=O)C1CCCN(Cc2cn(C)nc2-c2ccc3c(c2)OCCO3)C1 (stereo not given)	2	10	3	12	6	4	5	-11	-0.2
CC(=O)c1ccc(NC(=O)COC(=O)c2ccccc2Nc2ccccc2)cc1	-9	2	57	2	-1	-4	-1	12	7.2
CN(C)CC(CCC(CN(C)C)C(=O)c1ccccc1)C(=O)c1ccccc1 (stereo not given)	41*	-38	106*	104*	nt	2	99*	-1	-0.4
Cc1cc(C)nc(NS(=O)(=O)c2ccc(NC(=O)CSc3ncn[nH]3)cc2)n1	1	4	14	8	2	15	1	17	1.1
O=C(CN1CCCCC1)N1CCCc2c1c(=O)oc1ccc(OCc3ccccc3)cc21	-5	3	48	5	7	-7	-1	-12	-1.5
O=C(NCc1ccccc1)C1CCCN(c2nc3ccsc3c(=O)s2)C1 (stereo not given)	-3	-6	20	11	1	0	2	9	2.9
CC(C)C(CO)NC(=O)CC(=O)NC(CO)C(C)C (stereo not given)	0	-12	28	-1	-1	-17	0	12	0.5
CCCCCc1ccc(OCCC[n+]2ccccc2)c(CCCCC)c1	-42	-67	9	84*	nt	-4	100*	-47	-2.5
CCCNC(=O)Cn1c(=O)oc2ccccc21	-6	-10	-27	3	-2	-14	1	4	0.7
CCn1ncc(Br)c1C(=O)Nc1nccs1	5	-6	77*	0	3	-2	-1	-31	3.7
C=CCN1CC(C(=O)N2CCC(Cc3ccc(Cl)cc3)(C(=O)OCC)CC2)CC1=O (stereo not given)	4	-16	4	0	nt	-8	-1	2	-0.5
O=C(Nc1nccs1)c1cc(-c2ccccc2)nc2ccccc12	-10	-17	28	6	7	-16	3	-16	-1.6
Cc1noc(C(=O)Nc2c(C)nn(Cc3ccccc3)c2C)c1Cl	11	-11	33	7	-4	-5	4	7	-1.1
Cc1nn(CC2CC2)c(=O)n1-c1ccccc1	-4	-1	8	0	-2	3	-1	-9	0.7
CC(=O)Nc1ccc(NC(=O)C(C)OC(=O)C2(c3ccc(Cl)cc3)CCCC2)cc1 (stereo not given)	-16	5	26	4	-2	-16	-5	7	1.1
COc1ccc(-c2[nH]ncc2CN(C)C(C)c2cccs2)c(F)c1 (stereo not given)	-18	-14	-6	6	2	5	5	-5	-0.5
COc1ccc(NC(=O)C2CCN(S(C)(=O)=O)CC2)cc1	-9	0	8	4	2	-3	-2	31	-0.6
Cc1nn(Cc2ccccc2Cl)c(C)c1NC(=O)Cn1nc([N+](=O)[O-])c(Cl)c1C	-15	0	11	0	-4	-4	-3	6	-1.9

4 entries picked at random from the list so far:
SMILES	S1P4 antagonist	NPY2 pot ag	CHOP inhibitor	BaF3 parental	NPY Y1 blocker	p47phox inh	Ba/F3 V617F tox	NPY-Y1 PAM-ag	S1P4 ag
CCCCCc1ccc(OCCC[n+]2ccccc2)c(CCCCC)c1	-42	-67	9	84*	nt	-4	100*	-47	-2.5
CCCNC(=O)Cn1c(=O)oc2ccccc21	-6	-10	-27	3	-2	-14	1	4	0.7
Cc1nn(CC2CC2)c(=O)n1-c1ccccc1	-4	-1	8	0	-2	3	-1	-9	0.7
CC(C)C(CO)NC(=O)CC(=O)NC(CO)C(C)C (stereo not given)	0	-12	28	-1	-1	-17	0	12	0.5

Next section
SMILES	S1P4 antagonist	NPY2 pot ag	CHOP inhibitor	BaF3 parental	NPY Y1 blocker	p47phox inh	Ba/F3 V617F tox	NPY-Y1 PAM-ag	S1P4 ag
COc1ccc(CCNC(=O)C(C)c2ccc([N+](=O)[O-])cc2)cc1 (stereo not given)	-9	-3	3	-2	6	-6	-1	10	-0.6
CCCCC(=O)NC(c1ccc(OC)c(OC)c1)c1c(O)ccc2ccccc12 (stereo not given)	5	6	25	0	-9	-15	-3	-6	1.0
O=C1CC(N2CCN(Cc3ccccc3)CC2)C(=O)N1CCc1ccccc1 (stereo not given)	1	1	39	13	-1	0	4	-4	-0.7
COc1ccc(S(=O)(=O)N2CCN(CC(=O)Nc3cc(OC)cc(OC)c3)CC2)cc1	-1	-9	-5	4	-1	-10	-4	8	1.1
Cc1ccc(C)c(OCC(=O)N2CCN(C(=O)c3ccco3)CC2)c1	-21	-3	8	4	-1	0	3	-20	-1.7
CS(=O)(=O)c1cccc(NC(=O)C2CC2)c1	-7	8	-2	-3	-5	-5	-1	-2	0.9
CC1CN(C(=O)CCc2ccccc2)C(C)CN1C(=O)CCc1ccccc1 (stereo not given)	-21	0	-16	9	7	7	-1	19	-0.6
CCOC(=O)c1nc(Nc2ccc(C(=O)OC)cc2)c2ccccc2n1	-27	-3	-21	-2	-6	8	-3	22	-0.3
O=C(Nc1ccc2c(c1)OCCO2)c1cnc2n(c1=O)CCS2	-3	-5	0	2	-3	-7	-2	0	1.2
N#C/C(=C/c1ccc([N+](=O)[O-])cc1)C(N)=O	-11	0	1	6	0	-2	-3	9	1.8
Cc1ccc(NC(=O)CN2C(=O)S/C(=C/c3ccc(O)c([N+](=O)[O-])c3)C2=O)cc1C	-17	24	-10	-6	-11	16	-4	23	-0.4
CCOC(=O)C(NC(C)=O)(Nc1ccc(S(N)(=O)=O)cc1)C(F)(F)F (stereo not given)	-24	11	5	4	3	-3	4	14	0.0
OC(CNC1CCCc2ccccc21)COc1c(Cl)cccc1Cl (stereo not given)	-29	-11	63	1	9	-6	7	-42	-0.8
O=C(Nc1ccccc1C(F)(F)F)c1ccccc1Br	7	-4	13	4	-12	4	-4	-13	-1.3
O=S(=O)(NC1CCCC1)c1ccc(S(=O)(=O)N2CCN(c3ccccc3)CC2)cc1	-10	3	2	0	-2	3	-4	-1	-1.1
COC(=O)/C(=C1\Oc2ccc(C(C)(C)C)cc2S1)C(F)(F)F	-8	8	18	8	-3	-15	2	-14	-0.4
O=C(O)c1cccc(NC(=O)c2ccc3c(c2)C(=O)N(Cc2ccco2)C3=O)c1	-3	-9	-4	0	0	-10	-1	-7	-0.6
CC(C)(C)c1nc(SCC(=O)N2CC(=O)Nc3ccccc32)c2ccccc2n1	-13	0	53	2	-1	-9	-3	1	0.4
Cc1nn(Cc2cccc(C(=O)N3CCCC(C)C3)c2)c(C)c1[N+](=O)[O-] (stereo not given)	-3	3	33	7	-4	-6	-2	-27	-0.8
Cc1nn(Cc2ccccc2Cl)c2sc(C(=O)Nc3ccccc3N3CCOCC3)cc12	1	4	-13	2	-3	-18	-3	-6	-0.8
O=C(CCC1N=C2c3ccccc3N=C(SCc3ccccc3Cl)N2C1=O)NCc1ccco1 (stereo not given)	3	9	25	5	1	-25	2	-12	-0.5
COc1ccc(NC(=S)N(CCCN2CCOCC2)Cc2ccccn2)cc1	-1	22	16	-1	5	-4	-2	4	1.9
CSCCC(NC(N)=O)C(=O)N(C)CC(=O)Nc1ccc(C)cc1 (stereo not given)	-9	-2	-16	5	6	-11	1	-2	0.7
Fc1cccc(Cl)c1CSc1nnc2ccccn12	-9	2	-15	1	-2	-1	-2	-19	-0.3
